# Screening results as filed in PubChem BioAssay.
# PKA-R2B activ: activates the human PKA-R2B holoenzyme complex. P22694+P31323. activation, % at 11.4 µM. hit rate 0.079% among 340,000. PKA-R2B holoenzyme dissociation, Cy5-IP20 fluorescence polarization; R2B truncated from residue 108, S112A mutant; 0% DMSO only, 100% 113 µM cGMP;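 active = activation above a cutoff set at the mean over all compounds plus 3 SD, cut at about 18% in these data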;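 note: higher means more holoenzyme dissociation and a rise in polarization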
# Target sequence (P31323 whole entry, looked up, other chains not shown, the tested form may be a part): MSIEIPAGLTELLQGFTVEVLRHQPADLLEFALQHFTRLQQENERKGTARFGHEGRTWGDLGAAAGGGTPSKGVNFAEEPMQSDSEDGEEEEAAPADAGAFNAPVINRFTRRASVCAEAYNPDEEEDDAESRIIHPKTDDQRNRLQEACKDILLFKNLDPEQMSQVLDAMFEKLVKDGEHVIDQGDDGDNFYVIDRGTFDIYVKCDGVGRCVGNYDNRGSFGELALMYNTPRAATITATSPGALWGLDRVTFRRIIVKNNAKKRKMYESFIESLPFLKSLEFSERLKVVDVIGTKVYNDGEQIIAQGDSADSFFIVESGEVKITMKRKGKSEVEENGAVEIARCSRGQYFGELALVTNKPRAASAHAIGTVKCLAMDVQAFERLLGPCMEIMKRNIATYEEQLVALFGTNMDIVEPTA
# Mot1-301 SUMO: blocks SUMOylation pathway, rescuing yeast Mot1-301 growth; S. cerevisiae Mot1-301 growth rescue, ATP luminescence, 38.5C; percent above DMSO median, 100 means doubled; growth rescue, % at 18.8 µM; hit rate 1% among 320,000; AID 2716;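 active = every valid replicate shows activation above 250% relative to neutral control wells; inactive = the rest, any valid replicate at or below 250%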;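 note: OY570 slx delta 5 strain wells were the positive control but not used for scaling; some compounds called inactive have numbers as strong as hits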
# phage Ecoli inh: E. coli growth loss with phage present; growth absorbance; inhibition, % at 11.9 µM; hit rate 0.26% among 360,000; AID 651602; in the data active = inhibition above about 11%
# Ecoli viability: reduces bacterial viability in AddAB counter-screen | hit rate 0.27% among 330,000 | E. coli V3065 growth, OD600 absorbance, 18 h | inhibition, % at 11.9 µM | AID 449728;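 active = inhibition above the campaign's mean inhibition across all tested compounds plus 3 SD, cut at about 9.9% in these data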;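 note: uninfected addAB+ strain grown without phage in ampicillin broth; 0% = DMSO wells and 100% = ciprofloxacin 0.95 µg/ml wells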
# HTR5A inv ag: HTR5A inverse agonism, opioid heterodimer counter-screen | HTR5A cell line, luminescence | hit rate 0.083% among 340,000 | inhibition, % at 9.3 µM | AID 504634 | P47898; in the data active = inhibition mostly above about 23%, no sharp cut-off; inactive = mostly below about 18%;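 note: 0% = cells with DMSO and 100% = no-cell wells with DMSO; some compounds called inactive have numbers as strong as hits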
# HTR5A ag ctr: counter-screen for OPRM1-OPRD1 agonists: human HTR5A agonism. P47898. HTR5A agonist assay, luminescence, cell-based. activation, % at 9.3 µM. hit rate 0.61% among 340,000. AID 504692; in the data active = activation mostly above about 9.5%, no sharp cut-off; inactive = mostly below about 7.6%;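 note: 0% = cells with vehicle only and 100% = reference agonist; strong numbers were not always called active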
# DAGLB inhibitor: diacylglycerol lipase beta (human) inhibition; hit rate 0.059% among 340,000; inhibition, % at 5.17 µM; Q8NCG7; HEK293T DAGLB membrane lysate, EnzChek fluorogenic substrate; in the data active = inhibition above about 34%;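 note: 0% = enzyme with vehicle and 100% = wells lacking enzyme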
# Tat transport: inhibitors of E. coli Tat protein transport | hit rate 0.036% among 340,000 | inhibition, % at 10 µM | AID 488895 | E. coli MC4100 TorA-mCherry Tat export, fluorescence;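 active = mean replicate inhibition at least 50% and at least half of replicates individually reaching 50%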;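 note: exported cargo escapes ClpAP degradation while cytoplasmic cargo is degraded and loses fluorescence; 0% = median of neutral control wells and 100% = median of NaSCN control wells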
# AddAB inh: less growth of phage-infected E. coli with AddAB; E. coli expressing H. pylori AddAB, absorbance growth; inhibition, % at 11.9 µM; hit rate 0.29% among 330,000; AID 435030; in the data active = inhibition above about 12%;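 note: 0% = vehicle wells of infected cells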
# PKA-R1A act: activators of PKA-R1A complex | P00514+P68181 | PKA-R1A dissociation, Cy5-IP20 fluorescence polarization; scaled: DMSO 0%, 113 µM cGMP 100% | AID 504707 | activation, % at 11.4 µM | hit rate 0.083% among 340,000;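 active = percent activation above the mean of all tested compounds plus 3 SD, cut at about 19% in these data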;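 note: higher means more PKAc released from R1A so a rise in polarization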
# CDK5 p35 inh: inhibitors of human CDK5/p35 kinase; Recombinant CDK5/p35, ADP-Glo luminescence, 60 min; hit rate 0.01% among 330,000; inhibition, % at 10 µM;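 active = highest replicate inhibition of at least 50% and at least 75% of replicates reaching 50%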;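 note: plate controls were DMSO neutral control for no effect and GW8510 at 10 µM for full effect; many of its hits are not listed in these tables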
# Target sequence (Q00535 whole entry, looked up): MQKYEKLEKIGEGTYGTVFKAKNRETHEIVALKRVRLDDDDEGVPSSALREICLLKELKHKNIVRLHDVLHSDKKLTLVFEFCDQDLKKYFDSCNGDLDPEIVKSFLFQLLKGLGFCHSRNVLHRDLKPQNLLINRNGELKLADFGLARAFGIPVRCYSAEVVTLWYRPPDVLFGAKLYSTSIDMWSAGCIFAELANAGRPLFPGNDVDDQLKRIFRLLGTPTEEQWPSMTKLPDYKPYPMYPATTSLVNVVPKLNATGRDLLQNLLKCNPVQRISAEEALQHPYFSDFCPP
# Target sequence (Q15078 whole entry, looked up): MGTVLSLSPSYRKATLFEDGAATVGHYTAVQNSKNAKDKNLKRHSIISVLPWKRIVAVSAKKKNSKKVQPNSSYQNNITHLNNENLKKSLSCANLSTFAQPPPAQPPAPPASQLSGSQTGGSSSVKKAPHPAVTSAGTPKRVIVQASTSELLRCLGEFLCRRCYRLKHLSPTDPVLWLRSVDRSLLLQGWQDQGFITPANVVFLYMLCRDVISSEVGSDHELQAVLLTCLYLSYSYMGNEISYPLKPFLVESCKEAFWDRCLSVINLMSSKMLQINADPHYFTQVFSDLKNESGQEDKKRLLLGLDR
# * marks the source's active call; other numbers are inactive results; / = no result given.
# Start of the data: the first two compounds, ahead of the listing:
SMILES,PKA-R2B activ,Mot1-301 SUMO,phage Ecoli inh,Ecoli viability,HTR5A inv ag,HTR5A ag ctr,DAGLB inhibitor,Tat transport,AddAB inh,PKA-R1A act,CDK5 p35 inh
CCOC(=O)C1(Cc2ccc(Cl)cc2)CCN(Cc2nccn2CC)CC1,-2,-8,2.9,-2.1,6,-2,-3,0,-0.8,-11,-1.2
COc1cc(NS(=O)(=O)c2ccc(NC(=O)/C=C/c3ccc([N+](=O)[O-])cc3)cc2)ncn1,-1,371,4.6,2.4,-2,4,3,-10,0.9,1,-1.1

# Main list, repeating the preview:
SMILES,PKA-R2B activ,Mot1-301 SUMO,phage Ecoli inh,Ecoli viability,HTR5A inv ag,HTR5A ag ctr,DAGLB inhibitor,Tat transport,AddAB inh,PKA-R1A act,CDK5 p35 inh
CCOC(=O)C1(Cc2ccc(Cl)cc2)CCN(Cc2nccn2CC)CC1,-2,-8,2.9,-2.1,6,-2,-3,0,-0.8,-11,-1.2
COc1cc(NS(=O)(=O)c2ccc(NC(=O)/C=C/c3ccc([N+](=O)[O-])cc3)cc2)ncn1,-1,371,4.6,2.4,-2,4,3,-10,0.9,1,-1.1
Clc1ccc(N=c2ssnc2Cl)cc1,0,340*,4.8,1.3,-23,8,1,-5,3.0,-5,1.5
COc1cccc(C(=O)c2c[nH]c(C(=O)NCCCN(C)C)c2)c1,1,4,2.3,-1.3,4,-1,-2,-12,-1.2,4,1.5
O=C(NCCc1nc2ccccc2[nH]1)/C(=C/c1ccc2c(c1)OCO2)NC(=O)c1ccccc1,4,-9,3.8,0.3,-2,1,1,-8,2.9,-2,-1.6
O=C(Nc1ccc(Br)cc1)c1cc(S(=O)(=O)Nc2ccccn2)ccc1Cl,5,8,0.9,-1.4,10,-4,2,-5,2.9,-5,1.0
O=C(COC(=O)Cc1cccs1)Nc1ccc(F)c(F)c1F,-4,-3,3.1,1.8,0,2,0,-3,0.3,10,-1.0
Cc1ccc(NC(=O)CSc2nnc(CSc3nc(C)cc(C)n3)n2Cc2ccco2)c(C)c1,-3,-11,0.6,-0.6,-5,-4,0,11,-0.4,-6,-1.2
c1ccc2c(C[C@@H]3CNCCN3CCCCC3CCCCC3)cccc2c1,-11,402*,1.8,-1.3,19,4,4,-2,-0.1,-9,1.8
Cc1ccc(CCNC(=O)CCS(=O)(=O)c2ccc(Br)cc2)cc1,-4,1,7.1,-2.3,-18,6,1,-1,1.5,-4,1.7
COc1cc2cc(/C=C/C(=O)c3ccco3)c(Cl)nc2cc1OC,10,-11,-1.8,1.1,-3,-3,-3,-1,-0.1,5,-0.3
CC(C)C[C@H](NC(=O)N1CC(=O)Nc2ccccc21)C(=O)N[C@H](C(=O)O)c1ccccc1,0,-5,1.4,-0.2,9,8,-3,-3,3.0,-13,-0.3
CCS(=O)(=O)n1nc(-c2ccccc2)nc1N,3,-8,2.7,-2.2,7,4,2,2,-0.7,-9,-1.9
CC(Cc1ccccc1)=NNS(=O)(=O)c1ccc([N+](=O)[O-])cc1,-5,/,2.5,/,-38,10,2,6,/,-2,-1.5
O=C(COC(=O)c1ccccc1NC(=O)c1ccco1)NCCC1=CCCCC1,-2,-29,1.9,0.5,-12,5,-5,9,4.5,-5,1.3
CC(=O)OCc1c(C(F)(F)F)nn(C)c1SCc1ccc(Cl)cc1,-4,400,5.1,2.0,-6,0,-7,-3,4.9,-4,0.3
COC(=O)c1ccc(CNC(=O)COC(=O)CCC(=O)c2ccc(F)cc2)cc1,4,15,1.3,1.7,-32,13,0,0,0.3,0,2.2
Oc1ccc(/C=N/Nc2ccc(Cl)nn2)c(O)c1O,-1,15,11*,2.7,-31,8,4,-3,2.1,-7,3.3
Cc1ccc(/C=C2/NC(=O)N(Cc3ccccc3)C2=O)s1,7,-27,2.6,-1.8,-28,1,0,-2,0.9,-6,0.2
COc1ccccc1OCC(=O)/C=C1/N(C)c2ccccc2C1(C)C,-5,12,1.3,-0.7,12,-5,-8,5,3.0,-4,-9.5
O=C(CCCc1ccccc1)Nc1ccccn1,3,-3,3.8,-0.6,-7,0,-4,2,-1.6,12,0.6
Cc1cccc(CN2C(=O)/C(=C\c3ccc(C(=O)NCCN4CCOCC4)cc3)Sc3ccccc32)c1,-5,-11,/,-2.1,3,0,5,19,2.0,-2,0.4
CCOC(=O)C1=C(c2ccccc2)NC(SCC(=O)Nc2ccc(C)cc2)=C(C#N)C1c1ccco1 (stereo not drawn),3,4,/,-1.2,-41,5,-6,-7,-1.7,-3,-0.5
O=C(COc1ccc([N+](=O)[O-])cc1Cl)Nn1cnnc1,-11,88,-0.1,-1.3,22,-3,0,-2,-2.7,8,-0.1
Cc1ccc(S(=O)(=O)NCCNS(=O)(=O)c2ccccc2Br)cc1,2,/,-0.2,4.8,-5,1,-1,-4,0.6,-2,1.3
CC1CCCCC1NC(=O)C(Cc1ccccc1)NS(=O)(=O)c1cccs1 (stereo not drawn),-7,-23,0.9,0.1,-3,1,-1,-2,1.9,-2,4.6
COc1ccc(NC(=O)c2cc(Cl)ccc2NC(=O)c2ccco2)c(OC)c1,-6,12,2.7,0.3,-47,4,-4,37,3.2,-14,-5.8
O=C(C1CCCN(S(=O)(=O)c2ccc([N+](=O)[O-])cc2)C1)N1CCCCC1 (stereo not drawn),-4,-8,/,-0.4,-13,5,2,-3,1.8,-13,-2.5
COC(=O)c1sccc1NC(=O)C1C2C=CC(C2)C1C(=O)O (stereo not drawn),2,279,1.3,0.6,-11,-3,0,-3,4.5,1,0.7
Cc1cc(-c2ccc(C)c(S(=O)(=O)NCc3ccc(OC(C)C)cc3)c2)on1,-5,5,1.4,-2.3,-6,-1,-1,7,1.1,-4,-0.2
COC(=O)[C@]1(Cc2ccccc2)N[C@H](c2ccc(-c3cccc(Cl)c3)cc2)[C@@H]2C(=O)N(C)C(=O)[C@@H]21,-3,-1,0.7,2.6,-10,2,-12,-6,2.1,-14,-0.2
O=c1nccc(N/N=C/c2ccccc2)[nH]1,2,-21,2.5,/,-5,1,1,-5,/,-5,3.8
O=Cc1c(-c2ccccc2)nc2ccccn12,-9,-21,4.6,-0.9,-7,0,1,-13,-0.8,-3,-0.5
CC1(C)Cc2c(sc3[nH]c(=S)n(Cc4ccco4)c(=O)c23)CO1,9,77,-1.8,-0.9,-5,0,3,-1,0.0,-4,-2.1
O=C(CSc1nccc(=O)[nH]1)NCc1ccco1,-6,-11,3.1,1.9,14,4,0,2,1.7,-16,-1.2
CN(C(=O)COC(=O)c1ccc(CN2CCCC2=O)cc1)c1ccccc1,1,-9,0.2,0.5,11,-4,-1,3,0.6,-12,0.2
CCCN(CCC)C(=O)C(c1ccccc1)C1(O)CCCCC1 (stereo not drawn),-3,/,1.8,/,-1,0,-8,3,/,-5,1.4
O=[N+]([O-])c1c(NCCO)cc(N2CCCCC2)c2nonc12,6,46,2.5,1.8,6,-2,2,7,-2.4,-5,-1.9
Cc1cccc(N(C)C(=S)Oc2ccc3ccccc3c2)c1,9,-6,2.1,-4.1,-22,0,-8,7,-0.4,4,-1.0
CN1C(=O)C(O)(CC(=O)c2ccccn2)c2cc(Br)ccc21 (stereo not drawn),-9,-13,-1.6,-1.7,17,3,-1,-7,0.5,-8,0.9
CCc1c(C)c(C#N)c2[nH]c3ccccc3n2c1=S,9,2,4.1,-2.8,2,6,6,1,-1.0,1,1.0
CCC(C)NC(=O)c1ccc(Cl)c(S(=O)(=O)Nc2ccccc2N2CCOCC2)c1 (stereo not drawn),7,-6,-0.8,0.9,13,-5,-3,-21,1.0,3,-0.4
CC(=O)NC1C(=O)N=C(SCC(=O)Nc2cccc(Cl)c2)NC1=O (stereo not drawn),-1,-13,0.8,0.8,-22,3,0,2,-0.5,-4,-1.4
COc1cccc(C(=O)NCc2ccc3[nH]c(C)cc3c2)c1,2,12,4.5,1.0,-8,5,6,0,1.3,6,0.7
CN(C)S(=O)(=O)c1cccc(CSCc2cccc(S(=O)(=O)N(C)C)c2)c1,-13,0,0.9,-0.9,-8,2,-4,-4,-0.4,-9,-0.5
C=C(C)CSc1nnc2[nH]c(=O)cc(N)n12,-10,3,1.1,0.9,-22,8,-2,-4,3.3,-1,1.6
COc1ccc(/C=N/Nc2nccnc2Cl)c(OC)c1,1,4,3.0,0.3,-34,0,0,1,3.6,10,3.8
C=CCn1c(SCC(=O)NCC2CCCO2)nc2sc(CC)cc2c1=O (stereo not drawn),-2,-5,1.2,1.7,-9,4,0,4,-0.2,0,-1.0
CCN1CCN(Cc2c(C(=O)N/N=C(\C)c3ccc(Cl)cc3)nnn2-c2nonc2N)CC1,-15,-11,2.3,-0.9,7,-3,-2,-4,1.9,-2,1.6
COc1ccccc1C(=O)Nc1c(C)cc(Br)cc1C,-4,-4,4.3,-3.4,2,9,-2,-6,-0.2,-4,-1.3
CCCCC(=O)NC(NC(=S)N1CCCCCC1)C(Cl)(Cl)Cl (stereo not drawn),-8,-2,1.8,0.8,-3,1,-1,7,3.2,4,1.9
CCCNC(=O)NC(=O)CSc1nnc(C)n1N,-1,238,1.2,3.5,8,2,-3,0,4.7,0,0.1
Cc1ccc2c(Cl)cc(Cl)c(OCC(=O)NCCc3ccccn3)c2n1,-10,/,0.1,1.0,-4,1,-1,2,-2.2,-14,3.4
CCN(CC(N)=O)S(=O)(=O)c1ccc(Br)cc1,-1,-2,0.0,1.9,-2,-3,-1,-1,3.5,-2,-1.0
Cc1cc(C)n(-c2cccc(F)n2)n1,2,-12,2.8,1.5,2,-1,-2,-8,1.0,-6,0.2
CN(C)c1ccc(C(CN)c2c[nH]c3ccccc23)cc1 (stereo not drawn),2,74,3.8,1.0,16,10,3,11,0.8,-19,0.0

# Sorted by heavy-atom count (smallest number first): part of the list above
SMILES,PKA-R2B activ,Mot1-301 SUMO,phage Ecoli inh,Ecoli viability,HTR5A inv ag,HTR5A ag ctr,DAGLB inhibitor,Tat transport,AddAB inh,PKA-R1A act,CDK5 p35 inh
Cc1cc(C)n(-c2cccc(F)n2)n1,2,-12,2.8,1.5,2,-1,-2,-8,1.0,-6,0.2
CCN(CC(N)=O)S(=O)(=O)c1ccc(Br)cc1,-1,-2,0.0,1.9,-2,-3,-1,-1,3.5,-2,-1.0
CN(C)c1ccc(C(CN)c2c[nH]c3ccccc23)cc1 (stereo not drawn),2,74,3.8,1.0,16,10,3,11,0.8,-19,0.0
CCCCC(=O)NC(NC(=S)N1CCCCCC1)C(Cl)(Cl)Cl (stereo not drawn),-8,-2,1.8,0.8,-3,1,-1,7,3.2,4,1.9
Cc1ccc2c(Cl)cc(Cl)c(OCC(=O)NCCc3ccccn3)c2n1,-10,/,0.1,1.0,-4,1,-1,2,-2.2,-14,3.4
CCN1CCN(Cc2c(C(=O)N/N=C(\C)c3ccc(Cl)cc3)nnn2-c2nonc2N)CC1,-15,-11,2.3,-0.9,7,-3,-2,-4,1.9,-2,1.6
